Source: PubChem
DAX1 inh-1 = blocks DAX1 repression of SF-1 activated StAR promoter; HEK293T StAR-luciferase reporter, SF-1/DAX-1 repression relief; inhibition, % at 6.8 µM; 370,000 tested, 1.1% active; AID 652010;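 active means inhibition above the mean over all tested compounds plus 3 SD, cut at about 3.6% in these data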;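 further: 0% = DAX-1 cells with DMSO and 100% = cells lacking DAX-1 with DMSO; higher inhibition means more luminescence from relief of DAX-1 repression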
PLCg1 inh = blocks human PLC-gamma1 enzyme activity; P19174; purified PLC-gamma1, fluorogenic substrate, fluorescence; inhibition, % at 12.2 µM; 370,000 tested, 0.84% active; AID 720700; in the data active means inhibition above about 9.5%
Target sequence (P19174 whole entry, looked up): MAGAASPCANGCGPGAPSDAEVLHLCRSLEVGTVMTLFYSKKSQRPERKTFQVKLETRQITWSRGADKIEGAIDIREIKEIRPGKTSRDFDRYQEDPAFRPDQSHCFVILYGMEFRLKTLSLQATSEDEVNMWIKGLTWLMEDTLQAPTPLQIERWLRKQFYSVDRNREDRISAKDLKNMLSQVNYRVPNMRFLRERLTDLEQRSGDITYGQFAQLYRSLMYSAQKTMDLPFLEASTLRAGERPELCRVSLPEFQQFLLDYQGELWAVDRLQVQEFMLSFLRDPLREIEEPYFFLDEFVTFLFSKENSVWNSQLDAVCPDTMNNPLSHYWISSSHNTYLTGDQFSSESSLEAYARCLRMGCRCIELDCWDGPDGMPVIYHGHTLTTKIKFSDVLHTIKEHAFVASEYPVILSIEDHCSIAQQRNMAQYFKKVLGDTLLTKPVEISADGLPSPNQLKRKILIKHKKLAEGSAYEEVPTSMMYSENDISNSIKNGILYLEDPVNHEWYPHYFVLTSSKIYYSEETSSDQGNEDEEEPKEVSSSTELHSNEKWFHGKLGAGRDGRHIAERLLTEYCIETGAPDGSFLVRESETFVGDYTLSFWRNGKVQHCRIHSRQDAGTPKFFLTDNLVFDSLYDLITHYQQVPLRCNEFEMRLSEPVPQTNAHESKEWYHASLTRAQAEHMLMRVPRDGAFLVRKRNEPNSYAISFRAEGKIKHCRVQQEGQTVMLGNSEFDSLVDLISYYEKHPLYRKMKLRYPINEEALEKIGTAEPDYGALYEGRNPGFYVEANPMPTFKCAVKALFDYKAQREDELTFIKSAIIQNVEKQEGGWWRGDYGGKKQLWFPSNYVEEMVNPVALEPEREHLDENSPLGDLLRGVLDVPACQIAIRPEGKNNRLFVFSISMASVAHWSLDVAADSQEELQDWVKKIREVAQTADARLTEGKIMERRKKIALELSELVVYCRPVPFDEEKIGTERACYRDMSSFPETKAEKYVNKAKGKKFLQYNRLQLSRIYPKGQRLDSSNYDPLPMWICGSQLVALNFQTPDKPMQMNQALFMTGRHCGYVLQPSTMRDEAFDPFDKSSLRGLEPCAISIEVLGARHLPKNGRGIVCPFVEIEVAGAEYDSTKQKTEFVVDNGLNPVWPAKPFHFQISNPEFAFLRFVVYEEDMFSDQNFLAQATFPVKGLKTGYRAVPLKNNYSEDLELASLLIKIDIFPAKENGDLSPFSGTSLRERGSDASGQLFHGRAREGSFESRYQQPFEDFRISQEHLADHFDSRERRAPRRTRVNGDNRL
DAX1 inh-2 = inhibits human nuclear receptor DAX1; P51843; HEK293 Gal4-DAX1 luciferase reporter, luminescence; inhibition, % at 6.75 µM; 340,000 tested, 0.99% active; AID 504766;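 active means inhibition above the mean over all tested compounds plus 3 SD, cut at about 4.2% in these data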;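 further: 0% = DAX1-transfected cells with DMSO and 100% = empty-vector control cells with DMSO; inhibition shows as a rise in luminescence from relieved DAX1 repression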
ssDAF12 agonist = activates DAF-12 receptor from parasite S. stercoralis | HEK293 ssDAF-12/GRIP1 lit1-tk-luc reporter, luminescence; % of 3 µM dafachronic acid response | activation, % at 6.8 µM | 370,000 tested, 1% active;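 active means activation above the mean over all tested compounds plus 3 SD, cut at about 0.9% in these data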;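 further: 0% = DMSO-only wells and 100% = 3 µM delta7-dafachronic acid wells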
MBD2 DNA inh = MBD2-methylated oligo binding inhibition | inhibition, % at 4.4 µM | 370,000 tested, 0.31% active | Q9UBB5 | TR-FRET, MBD2 binding to methylated oligonucleotide; in the data active means inhibition above about 13%
Rev-erbA mod = modulators of human Rev-erb alpha DNA binding | 370,000 tested, 0.79% active | Rev-erbα–FITC-DNA binding, fluorescence polarization, 90 min | AID 1259318 | activity, % at 10 µM;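 active means activity above about 14%, limit read from the data; passing the limit was not always enough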;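 further: 0% = DMSO wells with 35 nM protein and 100% = DMSO wells with 750 nM protein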
hgDAF12 agonist = hgDAF-12 agonism, primary luciferase screen; HEK293 GAL4-hgDAF12 UAS-luciferase reporter, agonist luminescence; normalized to butyrate control; activation, % at 6.8 µM; 370,000 tested, 1.8% active;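 active means activation above a cutoff set at the mean of all screened compounds plus 3 SD, cut at about 10% in these data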;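 further: 0% = DMSO wells and 100% = sodium butyrate wells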
ADAM17 inh = inhibits human ADAM17; P78536; recombinant ADAM17, EDANS/DABCYL FRET peptide cleavage; inhibition, % at 6.95 µM; 370,000 tested, 0.83% active; AID 720648;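 active means inhibition above the mean of compounds lying between control limits plus 3 SD, set per campaign, cut at about 8.5% in these data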;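 further: 0% = DMSO-only wells as the low control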
SMARCA2 activ = activators of SMARCA2 function; AID 652017; activation, % at 9.1 µM; MG213 cells, MMTV-luciferase reporter, dexamethasone, overnight; 370,000 tested, 1% active; in the data active means activation above about 7.8%;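 further: 0% = vehicle wells and 100% = reference activator wells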
hcDAF-12 act = activators of H. contortus DAF-12 nuclear receptor; HEK293 hcDAF-12 lit1-tk-luc reporter, luminescence; 0% DMSO, 100% Δ7-dafachronic acid; activation, % at 6.8 µM; 370,000 tested, 1.4% active;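 active means activation above the mean of all tested compounds plus 3 SD, cut at about 5.5% in these data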;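 further: 100% = response to 3 µM Δ7-dafachronic acid high control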
PLCb3 inh = blocks human PLC-beta3 enzyme activity; 370,000 tested, 0.18% active; inhibition, % at 12.2 µM; Purified PLC-beta3, fluorogenic substrate, fluorescence; Q01970; in the data active means inhibition above about 11%;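 further: 0% = median of compound wells on plate and 100% = full blocker control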
* marks the source's active call; other numbers are inactive results; · = no result given.

SMILES	DAX1 inh-1	PLCg1 inh	DAX1 inh-2	ssDAF12 agonist	MBD2 DNA inh	Rev-erbA mod	hgDAF12 agonist	ADAM17 inh	SMARCA2 activ	hcDAF-12 act	PLCb3 inh
Cc1cc(CN(C)Cc2c(C(=O)N3CCCCCCC3)nc3ccc(Cl)cn23)n[nH]1	-0.3	2.1	-1.1	-1.1	-1.6	-2.8	-5.1	-7.0	-3.9	1.5	-2.4
Cn1ncc(Br)c1NC(=O)CSc1ccc(Cl)cc1	-1.4	4.8	-1.9	-1.4	-0.1	-4.0	-3.6	0.4	-0.8	-2.5	-2.4
O=C(CC1Nc2cccc3cccc(c23)NC1=O)Nc1ccccc1 (stereo not drawn)	-0.3	-15.2	0.1	-0.9	-6.1	-12.2	-1.4	-8.4	-4.3	-0.3	-20.3
COc1ccc(S(=O)(=O)NCC(=O)N(CC(=O)NCc2ccco2)C2CCCC2)cc1	-0.2	-0.6	-1.0	-1.3	-2.1	-0.4	-1.3	-2.4	-1.8	3.8	-3.3
Cc1cccc(-c2nnc(SCC(=O)Nc3ccc(-c4nc5ccc(C)cc5s4)cc3)n2Cc2ccco2)c1	-1.3	-23.6	·	0.2	0.6	9.3	7.5	-22.7	-5.3	2.0	-38.9
O=C(COc1ccc(Cl)cc1Cl)Nn1c(=S)[nH]c2ncccc2c1=O	0.1	-3.0	1.2	-1.1	-1.6	7.3	-1.0	0.2	-0.5	-0.9	-1.2
O=C(NC1CCCC1)C(c1ccncc1)N(C(=O)c1csnn1)c1cccc(F)c1 (stereo not drawn)	0.2	5.7	-1.1	-0.9	9.0	6.3	-1.1	-3.7	2.8	-0.2	-7.2
O=C(Nc1ccccc1Cl)c1cc(C2CCCCN2C(=O)C2CCCCC2)on1 (stereo not drawn)	-1.0	2.9	·	-1.5	3.2	0.1	-0.4	-1.6	-3.3	-2.9	-2.2
Clc1ccc(-c2nc3ccccn3c2CN2CCOCC2)cc1	0.4	-4.6	0.1	-1.4	-3.4	1.4	5.0	-6.4	4.7	-0.4	-4.6
COc1cc(/C=C2\SC(=Nc3ccc(O)cc3)NC2=O)cc(OC)c1OC	-0.4	-1.4	·	-1.3	-3.0	6.8	2.4	-6.5	-3.4	-1.2	-5.7

Single records, as listed above. Screens in order: DAX1 inh-1, PLCg1 inh, DAX1 inh-2, ssDAF12 agonist, MBD2 DNA inh, Rev-erbA mod, hgDAF12 agonist, ADAM17 inh, SMARCA2 activ, hcDAF-12 act, PLCb3 inh
Entry for O=C(COc1ccc(Cl)cc1Cl)Nn1c(=S)[nH]c2ncccc2c1=O → 0.1, -3.0, 1.2, -1.1, -1.6, 7.3, -1.0, 0.2, -0.5, -0.9, -1.2
Entry for Cc1cc(CN(C)Cc2c(C(=O)N3CCCCCCC3)nc3ccc(Cl)cn23)n[nH]1 → -0.3, 2.1, -1.1, -1.1, -1.6, -2.8, -5.1, -7.0, -3.9, 1.5, -2.4

Next section
SMILES	DAX1 inh-1	PLCg1 inh	DAX1 inh-2	ssDAF12 agonist	MBD2 DNA inh	Rev-erbA mod	hgDAF12 agonist	ADAM17 inh	SMARCA2 activ	hcDAF-12 act	PLCb3 inh
O=C(NCCCCCCNC(=O)c1ccccc1O)c1ccccc1O	-0.6	-6.1	-2.3	-1.4	-3.4	7.1	-0.7	-13.3	-1.2	-2.1	-12.6
CC(=O)c1cccc(-c2ccnc3c2CC(C(=O)Nc2cccc(N(C)C)c2)O3)c1 (stereo not drawn)	-0.9	-1.1	·	-1.9	-0.3	1.1	-0.5	-2.6	-2.5	-2.1	1.0
CSc1ccc(-c2nc(CN(C)C3CCOC3)c(C)o2)cc1 (stereo not drawn)	1.0	-1.8	1.3	0.1	2.6	-0.9	7.4	-0.9	1.9	2.4	-10.2
COc1ccc(N2CCN(C(=N)/C(C(C)=O)=C(\C)O)CC2)cc1	-0.1	2.9	0.0	-0.9	-1.6	7.3	0.7	-1.9	0.1	-0.3	5.0
CC1Sc2ccc(C(=O)N3CCCC(C(F)(F)F)C3)cc2NC1=O (stereo not drawn)	-2.2	-1.7	-0.1	-1.2	-2.9	1.6	-3.8	-1.7	-1.1	-0.9	-8.3
Cn1cccc1/C=N/N1CCN(c2ccccc2)CC1	0.1	-2.1	-1.0	-1.0	3.4	3.3	3.6	0.3	3.0	-1.9	-2.8
C[C@H](CO)N1C[C@H](C)[C@@H](CN(C)C(=O)Cc2ccccc2)OCc2cn(nn2)CCCC1=O	-0.4	-4.3	·	-0.9	0.6	-3.5	-1.8	-4.7	-3.2	0.7	-1.1
CSC(=NNC(=O)c1ccc(O)cc1)SC	1.0	6.0	1.5	-0.3	1.9	3.0	2.7	2.7	0.4	-0.8	3.9
CC1=C(C(=O)N(C(C)C)C(C)C)CC(CC(=O)NC2CC2)C(=O)N1CCC1=CCCCC1 (stereo not drawn)	0.2	0.7	·	-1.4	3.4	-5.1	-3.0	-3.0	-2.1	-0.9	6.0
CC(C)NC(=O)C1(c2ccccc2)CCOCC1	-0.1	0.7	0.4	-0.9	1.1	-5.1	-2.2	-5.2	-1.5	-0.6	1.1
Cc1cccnc1NC(=S)Nc1ccc(Br)cc1Cl	3.5	-1.2	6.7*	-0.5	3.5	7.3	11.6*	-1.7	4.2	2.7	-0.1
CCN1C(=O)C(C)S/C1=N\S(=O)(=O)c1ccc(Cl)s1 (stereo not drawn)	0.5	-3.2	-0.7	-1.5	2.4	-0.3	-0.2	2.8	-2.6	-1.5	5.8
C[C@H]1[C@H]2c3nc4ccccc4n3C[C@H]1ON2C1CCCCC1	0.8	1.8	0.4	-0.9	2.0	-1.2	-1.4	-2.9	-2.0	1.3	1.0
COc1ccccc1N1CCN(C(=O)c2cc(C(C)(C)C)oc2C)CC1	0.4	-0.6	-1.3	-1.3	-2.1	0.6	-1.3	0.6	-1.1	-1.2	-5.8
CC(=O)C1=NN(c2ccc(Cl)cc2)C(c2ccc3c(c2)OCO3)N(C(C)=O)N1C (stereo not drawn)	0.1	0.5	0.5	-1.7	-2.1	-0.8	0.8	4.8	-4.6	0.2	-10.0
C#CCn1cc(C=C2C(=O)c3ccccc3C2=O)c2ccccc21	0.1	2.0	1.6	0.7	1.7	4.5	3.0	1.3	-1.4	3.0	4.1
COc1ccc(NC(=O)c2cc3ccc4c5ccccc5[nH]c4c3cc2O)cc1	-0.2	-259.5	-0.1	-1.4	3.1	-3.7	-1.4	-9.3	1.4	-2.2	-294.9
CCc1ccc(OS(=O)(=O)c2cn(C)c(=O)n(C)c2=O)cc1	-0.1	2.8	0.0	-1.6	1.3	-4.2	-4.0	5.3	-5.3	-1.1	-12.4
Cc1ccc(-c2nnc(COC(=O)c3cccs3)o2)cc1	0.7	-1.2	1.1	-0.9	-4.8	-5.2	4.8	-4.8	1.1	0.4	-12.1
Cc1sc(NC(=O)CN2CCOCC2)c(C(=O)c2ccccc2)c1C	-1.2	3.2	-1.9	-1.8	1.6	-0.6	-1.9	2.1	0.2	-2.3	3.0
Cc1ccnc(-n2sc3ccccc3c2=O)n1	0.2	-26.1	1.0	0.2	7.9	-5.0	4.4	-4.8	2.0	4.4	-25.7
N#CC1(P(=O)(c2ccccc2)c2ccccc2)CC1	-1.3	2.0	-0.4	-1.4	-1.0	-3.4	2.1	-0.3	0.8	-1.0	2.9
CCOC(=O)C1CCCN(C2CC(=O)N(c3ccc(C)c(C)c3)C2=O)C1 (stereo not drawn)	0.5	8.1	-0.8	-1.0	3.6	-1.5	-2.0	6.0	-2.4	-0.6	4.7
CCCCn1c(-c2csc3c2CCCC3)n[nH]c1=S	-1.2	14.8*	·	-2.2	2.1	1.2	-2.4	12.8*	-4.0	-1.4	-3.5
CCOC(=O)C1=C(C)NC(=O)NC1c1ccc(OC(C)C(=O)O)c(OC)c1 (stereo not drawn)	0.2	-1.7	0.9	-0.9	0.1	-2.7	-1.7	-0.7	0.6	-1.5	1.3
CC(C)(C)N(Cc1cn(CC2CCCCC2)nn1)S(=O)(=O)c1ccc(F)cc1Br	-0.8	3.0	·	-1.6	1.0	-6.1	0.7	4.5	-6.2	-1.0	3.4
CC1(C)Cc2c(sc(NC(=O)C(=O)N3CCCC3)c2C(=O)O)CO1	2.8	-1.6	-0.4	-1.2	-6.0	1.3	-0.5	-4.3	-5.3	-0.2	-12.7
O=C(c1ccc(Cl)c(S(=O)(=O)N2CCOCC2)c1)N(Cc1ccco1)Cc1cccs1	-0.4	2.7	-1.5	-1.4	-1.5	5.8	-2.6	2.6	-3.6	-1.3	-4.5
CC1CCCN(S(=O)(=O)Cc2ccc(Cl)cc2)C1 (stereo not drawn)	0.5	5.1	-1.1	-0.4	-0.8	1.3	-1.1	-1.8	-4.8	-1.5	1.1
NC(N)=N/N=C/c1ccccc1Cl	-0.1	-1.0	-0.3	-1.2	1.1	-3.3	6.8	-8.8	-1.0	1.1	-7.8
CC1=C(C(=O)OC(C)C)C(c2cccnc2)C2=C(CC(C)(C)CC2=O)N1 (stereo not drawn)	0.4	-299.4	-0.5	-0.9	4.3	-0.8	1.4	-179.6	6.5	-0.3	-438.5
C[C@@H](C(=O)Nc1ccc2c(c1)OCO2)n1c(=O)[nH]c2ccccc2c1=O	0.1	-1.3	0.3	-0.6	2.2	3.6	-0.9	0.5	0.4	-0.2	-11.1
O=c1c2ccccc2cnn1Cc1ccc(Br)cc1F	-0.4	5.4	-0.3	-1.4	-1.0	2.1	-0.1	6.5	0.0	0.3	-5.8
C/C(CC(=O)Nc1c(C)cc(C)cc1C)=N\NC(=O)c1cnccn1	0.8	-1.7	1.0	-1.7	-3.5	0.7	7.3	-1.5	4.3	-0.2	-1.6
CCOc1cc(C2Nc3ccccc3C(=O)N2c2ccccc2OC)ccc1O (stereo not drawn)	-1.1	-102.9	0.3	-0.6	3.6	0.0	1.2	-71.8	-3.0	-1.9	-121.7
CC(=O)N1CC(=O)N(Cc2ccccc2)/C(=C/c2ccccc2)C1=O	-0.2	1.9	0.1	-1.1	0.0	-3.7	0.2	-1.1	3.7	-1.0	-1.1
CC(C)OCCCNC(=S)N1CCC(C(=O)c2ccc3c(c2)OCCO3)CC1	-0.6	-3.1	-1.4	-1.5	1.8	2.2	-1.8	-1.8	-2.3	-1.5	-1.6
CN(C)S(=O)(=O)c1cccc(NC(=O)CSc2nc3ccccc3[nH]2)c1	-2.3	8.0	-0.9	-2.3	9.0	4.5	-2.6	-2.4	-5.5	-3.0	-0.7
O=[N+]([O-])c1cc(Oc2cccnc2)cc([N+](=O)[O-])c1	-1.1	3.9	4.4*	-1.7	-3.5	-0.5	-4.2	3.6	0.2	-3.0	0.7
CCn1nc(C(=O)NCc2ccco2)c(Cl)c1Cl	0.2	5.3	-0.4	-1.2	-1.6	4.6	4.5	-0.2	1.8	0.8	3.3
CN(C(=O)CSc1nnc(CNC(=O)c2ccccc2)o1)c1ccccc1	-1.5	3.1	0.0	-1.4	-9.4	2.4	0.5	-0.5	-1.0	0.3	-5.6
COc1cccc(CN(C)C(=O)Cc2ccc(OC)c(S(=O)(=O)N3CCOCC3)c2)c1	-1.1	-3.1	-1.0	-0.9	0.7	1.9	-2.3	1.2	3.9	-1.1	0.9
CCc1ccc(CN(C)C(=O)c2cc(COc3ccc(OC)cc3Cl)on2)nc1	2.8	0.7	1.1	-0.3	-4.0	1.2	5.2	0.9	1.7	1.6	-5.9
COc1cc(N=Nc2c(C)n(C)n(-c3ccccc3)c2=O)ccc1N	-0.3	-0.4	-0.5	-1.9	-10.3	2.1	-0.1	0.3	-2.3	-1.1	-3.4
